b-catenin transl: beta-catenin nuclear translocation modulation; HeLa beta-catenin nuclear translocation, immunofluorescence imaging; nuclear translocation activity, % at 5 µM; actives 0.3% (n = 190,000); AID 1665;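 active = nuclear translocation activity above 50% at 5 µM, with a well cell count of 50 or more; inconclusive = wells under 50 cells across six images, flagged as toxic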;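 also: per-cell ratio of nuclear to cytoplasmic median beta-catenin stain intensity; plate controls were DMSO negative control for no effect and GSK-3 inhibitor IX positive control for full effect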
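Read-out: Nuclear/cytoplasmic beta-catenin signal ratio, % activation | Assay system: Human HeLa cell line | Times: 24 h compound exposure at 37°C, 5% CO2 | Signal: Fluorescence imaging of beta-catenin antibody stain plus DAPI | Dosing: 5 µM primary, 0.02–20 µM confirmation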
RSV CPE inhibition: inhibition of RSV-induced cytopathic effect – HEp-2 cells, primary 10 µM value included (AID 2391); actives 0.13% (n = 310,000); CPE inhibition, % at 10 µM, or IC50 in µM where a hit was titrated; HEp-2 cells, RSV-induced CPE inhibition; higher % means a stronger effect; in the data active = a potency from the dose series; inconclusive = CPE inhibition mostly from about 23% at the one dose, without a potency; inactive = the rest, 99 in 100 with CPE inhibition below about 21%; also: strong numbers were not always called active
T cell HTS: modulates CD8 T cell binding to vesicles | actives 0.068% (n = 330,000) | 2C CD8+ T cell-vesicle binding, flow cytometry; stronger effect = lower value | calls only at 7 µM;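 active = response, share of CD8 T cells binding vesicles, and their 90th percentile fluorescence all below set limits, cut at about 80% in these data, passing the limit was not always enough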
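Assay system: 2C TCR transgenic mouse naive CD8+ T cells, MACS-purified | Read-out: CD8+ gate FL2 mean fluorescence as % of same-row positive control | Signal: High-throughput flow cytometry with anti-B7-1 and anti-CD8 staining | Timing: Binding step 1.5 h, 37 °C, antibody labelling 20 min, ice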
MgcRacGAP inhibition: MgcRacGAP GTPase-activating activity inhibitors, confirmation, biochemical, ADP Hunter fluorescence | MgcRacGAP-stimulated Rac1 GTP hydrolysis, ADP Hunter fluorescence; higher % means a stronger effect; GST-tagged Rac1 F28L mutant substrate | AID 624330 | actives 0.6% (n = 340,000) | inhibition, % at 30 µM, or IC50 in µM where a hit was titrated;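 active = first-screen hits whose inhibition reached a set limit at any dose in the follow-up dose series; inconclusive = inhibition above the set first-screen limit but never retested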;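 also: fluorescence reports GDP produced by GAP-driven GTP hydrolysis; strong numbers were not always called active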
PhoP inhibition: PhoP-dependent GFP reporter repression – Salmonella Typhimurium, primary screen (AID 1863); inhibition, % at 50 µM, or IC50 in µM where a hit was titrated; S. Typhimurium PhoP-regulated promoter GFP reporter, 4 h; higher % means a stronger effect; actives 0.16% (n = 300,000);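 active = inhibition over 29.93%, a cutoff 3 SD above the screen mean, later confirmed by dose response; inconclusive = inhibition over 29.93% but no dose response follow-up; inactive = inhibition at most 29.93% or unconfirmed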;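 also: 0% = low Mg2+ inducing control and 100% = high Mg2+ repressing control; strong numbers were not always called active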
Myeloid diff MLP: compounds promoting myeloid differentiation. ER-HoxA9 myeloid progenitors, lysozyme-GFP differentiation, flow cytometry. calls only at 10 µM. actives 1% (n = 360,000). AID 624256;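 active = normalized GFP-positive differentiation at or above the plate's own cutoff, the solvent-only control mean plus 3 SD; inconclusive = no clear call, values can overlap the other calls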;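 also: cells exposed to compound for four days before flow analysis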
West Nile antiviral: inhibition of WNV-induced cytopathic effect – cell-based, CPE readout (AID 1621). CPE inhibition, % at 10 µM, or IC50 in µM where a hit was titrated. West Nile virus-infected cells, CPE inhibition; higher % means a stronger effect. actives 0.02% (n = 290,000); in the data active = a potency from the dose series; inconclusive = CPE inhibition mostly from about 3.7% at the one dose, without a potency; inactive = the rest, 99 in 100 with CPE inhibition below about 2.2%; also: strong numbers were not always called active
SV40 large T antigen: SV40 large T antigen inhibitors, biochemical (AID 1903) | SV40 large T antigen ATPase/helicase inhibition assay; higher % means a stronger effect | inhibition, % at 20 µM, or IC50 in µM where a hit was titrated | actives 0.39% (n = 310,000); in the data active = a potency from the dose series; inconclusive = inhibition mostly from about 32% at the one dose, without a potency; inactive = the rest, 99 in 100 with inhibition below about 32%; also: strong numbers were not always called active
WT yeast gro inh: growth inhibition of WT yeast, mitochondrial fusion screen; mitochondrial fusion phenotypic screen, WT strain; inhibition, % at 10 µM; actives 2.1% (n = 190,000); AID 1362; in the data active = inhibition above about 58%; tested in S. cerevisiae
WT yeast gro inh mutant strain: recorded beside WT yeast gro inh, whose call it bears; inhibition, %; mitochondrial fusion phenotypic screen, mutant strain inhibition
b-catenin transl cell count 5 µM: further read-out of b-catenin transl, marked with its call; cell count; measured here: cell count, cytotoxicity flag
T cell HTS vesicle-bound %: recorded beside T cell HTS, whose call it bears; double positive events, %; measured here: CD8+ vesicle-bound cell fraction;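 binding gate set so that unloaded-vesicle control wells show 10% double positive cells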
Myeloid diff MLP GFP+ MAC1+ %: also measured in Myeloid diff MLP; calls as there; GFP+ MAC1+ double positive, %; measured here: differentiation confirmed by MAC1 staining
* hit, by the source's call; i = inactive; ? = inconclusive; / = no result given.

SMILES | b-catenin transl | b-catenin transl cell count 5 µM | RSV CPE inhibition | T cell HTS | T cell HTS vesicle-bound % | MgcRacGAP inhibition | PhoP inhibition | Myeloid diff MLP | Myeloid diff MLP GFP+ MAC1+ % | West Nile antiviral | SV40 large T antigen | WT yeast gro inh | WT yeast gro inh mutant strain
COc1cc(NS(=O)(=O)c2ccc(OC)c(C)c2C)c(OC)cc1Cl | 81* | 187* | 2.9% | i | 40 | 6% | 14% | ? | / | 0.7% | 4% | 17 | 8
CNCc1cn2cc(Cl)ccc2n1 | -1.9 | 1111 | 1.6% | i | 5 | 10% | -8% | i | 0.6 | -0.6% | 10% | -11 | -1
CC(OCCN1CCCC1)(c1ccc(F)cc1)c1ccc(F)cc1 | -1.4 | 511 | 0.0% | i | 7 | 7% | 3% | i | 0.9 | 0.0% | 20% | 18 | 16
Cc1ccccc1N(CC(=O)NCc1ccncc1)S(C)(=O)=O | -1.7 | 1115 | 0.2% | i | 42 | 2% | 10% | i | 1.7 | -0.8% | 2% | -6 | -2
O=C(CN1CCCC1=O)NC1(C(F)(F)F)NC(=O)N(Cc2ccccc2)C1=O (centres undefined) | -0.6 | 1146 | 1.2% | i | 34 | 6% | 1% | i | 9.1 | 0.0% | -1% | -2 | -11
CCOC(=O)c1ccc(NC(=O)CCNS(=O)(=O)c2cccs2)cc1 | / | / | 1.0% | i | 46 | 4% | 10% | i | 0.5 | 0.1% | 0% | / | /
CCOC(=O)c1ccc(N2C(=O)CC(N(C)CCc3ccc(OC)c(OC)c3)C2=O)cc1 (centres undefined) | 0.5 | 1062 | 0.1% | i | 20 | 1% | -5% | i | 2.8 | 0.5% | 4% | 7 | -4
Cc1ccc(NC(=O)CN2C(=O)NC(Cc3c[nH]c4ccccc34)C2=O)cc1S(=O)(=O)N1CCCCC1 (centres undefined) | -1.5 | 535 | ? | i | 51 | -8% | 17% | i | 1.5 | 0.3% | 7% | -7 | -18
Cc1nn(C(C)C(=O)N2CCc3ccccc32)c(C)c1[N+](=O)[O-] (centres undefined) | 1.1 | 1351 | 1.6% | i | 23 | 7% | -1% | i | 1.4 | -0.2% | 4% | -7 | -11
CCOC(=O)c1[nH]c(C)c(C(=O)OCC(=O)NC2CCS(=O)(=O)C2)c1C (centres undefined) | -0.6 | 1291 | 1.2% | i | 40 | 0% | -8% | i | 0.3 | 0.0% | 2% | / | /
COc1ccc(NS(=O)(=O)c2ccc(NS(=O)(=O)c3cccc(C(=O)O)c3)cc2)cc1 | / | / | 0.3% | i | 25 | 9% | 6% | i | 2.2 | -0.1% | 7% | / | /
COc1ccc(OC)c(NC(=O)NNC(=O)CCCOc2ccc(Cl)cc2C)c1 | 0.1 | 1512 | 3.7% | i | 40 | 3% | -2% | i | 0.3 | -0.8% | 0% | -8 | 2
Cc1ccc(NC(=O)c2ccccc2Cl)c(Cl)c1 | -2.7 | 1228 | 7.3% | i | 36 | 5% | 1% | i | 1.0 | -0.4% | 9% | 2 | 8
Cc1ccc2c(c1)C(=O)CC(O)(C(F)(F)F)O2 (centres undefined) | -0.2 | 1343 | 1.1% | i | 10 | 0% | -9% | i | 0.5 | 0.1% | 17% | / | /
COCCn1c(=S)[nH]c2cc(C(=O)N3CCc4ccccc43)ccc2c1=O | 4.0 | 1055 | 0.5% | i | 55 | -1% | 14% | i | 1.4 | -0.1% | 6% | 76* | 19*
CCOC(=O)c1ccc(NC(=S)NC(=O)C2CCCC2)cc1 | / | / | -0.2% | i | 67 | 0% | -7% | i | 0.4 | 0.4% | 1% | / | /
O=C(O)CCn1c(C2CCCCC2)nc2ccccc21 | -3.8 | 1179 | 1.8% | i | 62 | 6% | 1% | i | 5.7 | 0.3% | 9% | 8 | -5
O=C(COC(=O)COc1ccccc1[N+](=O)[O-])Nc1ccc(S(=O)(=O)N2CCCCC2)cc1 | / | / | 1.2% | i | 47 | 6% | -2% | i | 0.9 | 0.5% | 10% | 4 | 0
CN1N=C(C(C)(C)C)CC1=O | -0.6 | 1181 | / | i | 45 | / | -7% | / | / | 0.1% | 2% | / | /
CC1CCCCN1C(=O)CSc1nc2cc3c(cc2c(=O)n1Cc1ccc2c(c1)OCO2)OCO3 (centres undefined) | / | / | 2.4% | i | 40 | 0% | -6% | i | 0.3 | -0.5% | 8% | 3 | -3

Pulled by structure from above, three records:
SMILES | b-catenin transl | b-catenin transl cell count 5 µM | RSV CPE inhibition | T cell HTS | T cell HTS vesicle-bound % | MgcRacGAP inhibition | PhoP inhibition | Myeloid diff MLP | Myeloid diff MLP GFP+ MAC1+ % | West Nile antiviral | SV40 large T antigen | WT yeast gro inh | WT yeast gro inh mutant strain
CNCc1cn2cc(Cl)ccc2n1 | -1.9 | 1111 | 1.6% | i | 5 | 10% | -8% | i | 0.6 | -0.6% | 10% | -11 | -1
CCOC(=O)c1ccc(N2C(=O)CC(N(C)CCc3ccc(OC)c(OC)c3)C2=O)cc1 (centres undefined) | 0.5 | 1062 | 0.1% | i | 20 | 1% | -5% | i | 2.8 | 0.5% | 4% | 7 | -4
CC(OCCN1CCCC1)(c1ccc(F)cc1)c1ccc(F)cc1 | -1.4 | 511 | 0.0% | i | 7 | 7% | 3% | i | 0.9 | 0.0% | 20% | 18 | 16

Next section
SMILES | b-catenin transl | b-catenin transl cell count 5 µM | RSV CPE inhibition | T cell HTS | T cell HTS vesicle-bound % | MgcRacGAP inhibition | PhoP inhibition | Myeloid diff MLP | Myeloid diff MLP GFP+ MAC1+ % | West Nile antiviral | SV40 large T antigen | WT yeast gro inh | WT yeast gro inh mutant strain
c1ccc(CNc2nnnn2-c2ccccc2)cc1 | 1.5 | 542 | 13% | i | 5 | 3% | 4% | i | 1.2 | -0.7% | 9% | -8 | 13
Cc1ccc(C(=O)NCc2ccncc2)cc1S(=O)(=O)Nc1cccc(C)c1C | / | / | 1.4% | i | 52 | 8% | 3% | i | 0.9 | -0.4% | 3% | / | /
Cn1c(CO)cnc1SCc1ccc([N+](=O)[O-])cc1 | / | / | -0.5% | i | 37 | 10% | 32% | i | 1.3 | 0.1% | -3% | -2 | 3
CCCCN1C(=O)C2(NNc3ccccc3O2)c2ccccc21 (centres undefined) | -1.8 | 1156 | 12% | i | 64 | 11% | -1% | i | 2.9 | 1.1% | 26% | 26 | 25
COc1ccc(NC(=O)CSc2nnc(C(C)C)n2N)cc1 | -0.9 | 1078 | 0.7% | i | 50 | 2% | -7% | i | 1.2 | 0.0% | -3% | -3 | 8
CCOC(=O)c1c(NC(=S)Nc2ccc(C)cc2)sc2c1CCC2 | -5.2 | 547 | 4.5% | i | 1 | 6% | -4% | i | 0.5 | -1.0% | 9% | 7 | 3
COc1ccc(CC(=O)Nc2ccc(C(N)=O)cc2)cc1 | 1.5 | 1292 | 0.8% | i | 38 | 2% | 0% | i | 0.6 | 0.0% | 20% | / | /
O=C(O)/C=C\c1ccccc1Oc1ccc(F)cc1 | -1.3 | 1130 | 0.2% | i | 54 | 6% | 5% | i | 0.2 | 0.8% | 7% | -22 | -13
O=C1CCC(=O)O1 | / | / | 0.9% | i | 27 | 3% | / | i | 1.6 | / | / | / | /
Cc1ccnc2nc(C(=O)OCC(=O)NC3CCC(C)CC3)nn12 (centres undefined) | / | / | 0.5% | i | 41 | 2% | / | i | 0.8 | / | / | / | /
COc1cccc(Nc2nc(N)nc(C(F)(F)F)n2)c1 | -1.9 | 983 | 25% | i | 50 | 8% | -6% | i | 2.7 | -0.1% | 22% | 32 | 38
COc1cc(Br)cc(/C=C/c2ccc3cccc(O)c3n2)c1OC | / | / | -0.8% | i | 18 | 8% | 2% | i | 0.3 | -0.6% | 4% | / | /
COc1ccc(/C=N/NC(=O)c2nonc2N)cc1OC | 0.9 | 1336 | 2.0% | i | 33 | 12% | 4% | i | 0.3 | 0.4% | 17% | / | /
COc1ccccc1CN(Cc1nc2ccccc2c(=O)[nH]1)C(=O)Nc1cccc(C)c1 | / | / | 0.7% | i | 13 | 1% | -2% | i | 19 | -0.3% | 14% | 4 | 13
O=C(COC(=O)c1cccc(S(=O)(=O)NCc2ccccc2)c1)NCC1CCCO1 (centres undefined) | -4.2 | 1086 | 4.2% | i | 59 | 10% | 2% | i | 0.3 | 0.2% | 8% | -15 | 2
O=C(CSCc1ccc(F)cc1)Nc1ccccc1 | 0.1 | 1139 | 1.5% | i | 20 | 14% | 0% | i | 1.7 | -0.5% | 0% | 20 | 23
O=C(CCC1CCCC1)N1CCN(C(=O)c2ccco2)CC1 | 0.7 | 1171 | 0.5% | i | 24 | 13% | -2% | i | 0.8 | -0.1% | 5% | 1 | -8
CCCCCCOC(=O)C(C#N)c1nc2ccccc2nc1N1CCOCC1 (centres undefined) | -1.9 | 1145 | 3.2% | i | 13 | 6% | -41% | i | 2.1 | -0.4% | 0% | 15 | 16
COc1ccc(/C(N)=N/OC(=O)CC2CCCCC2)cc1OC | / | / | 1.5% | i | 60 | 8% | 2% | i | 1.2 | -0.8% | 5% | / | /
Nc1ncnc2c1ncn2C1CCCC1 | / | / | 3.1% | i | 16 | 1% | -2% | i | 1.2 | / | 24% | / | /
Cc1cc(C)cc(OCC(=O)OCc2nnc(-c3ccccc3)o2)c1 | 4.8 | 518 | -0.8% | i | 39 | 4% | -12% | i | 0.3 | -0.8% | 7% | 5 | 6
CCOc1ccc(-n2nnc3c(=O)n(CC(=O)N4CCCc5ccccc54)cnc32)cc1 | 1.6 | 1106 | 4.7% | i | 55 | -8% | 0% | i | 3.4 | -0.1% | 4% | 5 | -2

Quoted from the listing, two compounds:
SMILES | b-catenin transl | b-catenin transl cell count 5 µM | RSV CPE inhibition | T cell HTS | T cell HTS vesicle-bound % | MgcRacGAP inhibition | PhoP inhibition | Myeloid diff MLP | Myeloid diff MLP GFP+ MAC1+ % | West Nile antiviral | SV40 large T antigen | WT yeast gro inh | WT yeast gro inh mutant strain
COc1ccc(CC(=O)Nc2ccc(C(N)=O)cc2)cc1 | 1.5 | 1292 | 0.8% | i | 38 | 2% | 0% | i | 0.6 | 0.0% | 20% | / | /
O=C(O)/C=C\c1ccccc1Oc1ccc(F)cc1 | -1.3 | 1130 | 0.2% | i | 54 | 6% | 5% | i | 0.2 | 0.8% | 7% | -22 | -13
